CRFR2-BP ag: CRF-BP/CRF-R2 complex agonism | HEK293 CRF-R2/CRF-BP, calcium dye fluorescence (FLIPR); percent of saturating CRF peptide response | hit rate 0.46% among 350,000 | activation, % at 13.2 µM;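 active means activation of at least 50%, plus an integration ratio under a set limit after plate pattern correction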;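 further: plate controls were neutral control wells without compound for no effect and CRF at EC100 for full effect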
CHRM5 PAM: positive allosteric modulators of human muscarinic M5 receptor. CHO-K1 hM5, Fluo-8 calcium, ACh EC20 PAM; 0% = ACh EC20, 100% = ACh EC100. activation, % at 3 µM. hit rate 0.3% among 360,000. AID 624038;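 active means activation above the run cutoff, the mean activation of all test compounds plus 3 SD, cut at about 18% in these data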
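Test system: CHO-K1 hM5 cells / Doses: single-point, 3 µM nominal / Times: Post-acetylcholine fluorescence recording 140 s / Technique: Fluo-8 calcium fluorescence / Measure: Max/basal fluorescence ratio as % of EC20–EC100 ACh window / Benchmarks: low control EC20 acetylcholine (0%), high control EC100 acetylcholine (100%) / Replicates: one well per compound, no replicates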
TAAR1 antagonist: antagonists of human TAAR1. AID 624466. inhibition, % at 3 µM. CHO RD-HGA16 TAAR1, Fluo-8 calcium fluorescence, antagonist. hit rate 1.5% among 360,000;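 active means inhibition above a per-plate cutoff, the mean inhibition of test compounds on that plate plus 3 SD, cut at about 49% in these data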;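 further: 0% = DMSO plus EC80 beta-PEA response and 100% = DMSO alone without agonist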
Target sequence (Q96RJ0 whole entry, looked up): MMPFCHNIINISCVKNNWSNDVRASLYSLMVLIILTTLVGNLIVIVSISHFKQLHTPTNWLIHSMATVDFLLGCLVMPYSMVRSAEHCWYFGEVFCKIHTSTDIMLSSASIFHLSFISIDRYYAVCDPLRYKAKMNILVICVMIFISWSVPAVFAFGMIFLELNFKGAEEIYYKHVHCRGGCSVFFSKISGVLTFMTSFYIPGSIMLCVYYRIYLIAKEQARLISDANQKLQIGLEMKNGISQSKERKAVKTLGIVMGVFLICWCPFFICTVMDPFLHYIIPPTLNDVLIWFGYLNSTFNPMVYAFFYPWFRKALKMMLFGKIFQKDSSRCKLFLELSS
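Assay system: CHO-derived RD-HGA16 cells stably expressing human TAAR1 plus Gα16. Timing: 140 s kinetic read after compound, 140 s after agonist. Technique: kinetic Fluo-8 calcium fluorescence measurement. Measure: % inhibition of agonist calcium response.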
CRFR2-BP antag: blocks CRF-induced signaling of the CRF-BP/CRF-R2 complex; HEK293 CRF-R2/CRF-BP, CRF-induced calcium fluorescence; inhibition, % at 11.8 µM; hit rate 0.59% among 350,000;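 active means inhibition of the ligand-induced calcium signal above about 50% at the single tested concentration, limit read from the data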
M5 antag: CHRM5 antagonism in calcium assay; CHO-hM5 cells, Fluo-8 calcium fluorescence, ACh EC80; inhibition, % at 3 µM; hit rate 0.59% among 360,000; AID 624040;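 active means inhibition above a per-plate cutoff, the mean of that plate's test compounds plus 3 SD, cut at about 27% in these data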;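 further: 0% = acetylcholine EC80 with DMSO and 100% = DMSO without agonist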
CHRM5 agonist: CHRM5 agonism in calcium assay. P08912. CHO-K1 hM5 cells, Fluo-8 calcium fluorescence; 0% DMSO wells, 100% maximal acetylcholine response. activation, % at 3 µM. hit rate 0.19% among 360,000. AID 624037;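 active means activation above the run's mean over test compounds plus 3 SD, cut at about 23% in these data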;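 further: signal is peak over basal fluorescence ratio across the kinetic read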
TAAR1 agonist: agonists of human TAAR1; Q96RJ0; CHO RD-HGA16 TAAR1, Fluo-8 calcium fluorescence; vehicle wells 0%, saturating PEA agonist 100%; activation, % at 3 µM; hit rate 0.99% among 360,000;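 active means activation above the mean activation of all test compounds in the run plus 3 SD, cut at about 38% in these data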
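Test system: RD-HGA16 (CHO) cells co-expressing Gα16 and hTAAR1 | Doses: Single dose, 3 µM | Schedule: 17-24 h seeding, 75 min 37 °C dye, 30 min RT | Evaluation: % activation from peak over basal fluorescence ratio, DMSO-to-PEA scaled | Technique: Kinetic Fluo-8 calcium fluorescence | Benchmarks: Low control DMSO, high control PEA (EC100)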
M1 PAM parental: M1 PAM counterscreen hit in parental CHO-K1 cells. ATP EC20, Fluo-8 calcium fluorescence; 0% at ATP EC20, 100% at ATP max. activation, % at 3 µM. AID 602247. hit rate 0.02% among 360,000;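 active means activation above the run cutoff, the mean activation of all test compounds plus 3 SD, cut at about 40% in these data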;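 further: peak over basal fluorescence ratio in a 140 s read after ATP addition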
M4 PAM: potentiates acetylcholine response at human M4 receptor | P08173 | CHO-K1 hM4/Gqi5, Fluo-8 calcium fluorescence, ACh EC20; 0% = ACh EC20, 100% = maximal ACh | activation, % at 3 µM | hit rate 0.4% among 360,000 | AID 624126;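 active means activation above its plate's cutoff, the mean activation of sample wells plus 3 SD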; further: some results filed as inactive read as strong as hits
Target sequence (P08173 whole entry, looked up): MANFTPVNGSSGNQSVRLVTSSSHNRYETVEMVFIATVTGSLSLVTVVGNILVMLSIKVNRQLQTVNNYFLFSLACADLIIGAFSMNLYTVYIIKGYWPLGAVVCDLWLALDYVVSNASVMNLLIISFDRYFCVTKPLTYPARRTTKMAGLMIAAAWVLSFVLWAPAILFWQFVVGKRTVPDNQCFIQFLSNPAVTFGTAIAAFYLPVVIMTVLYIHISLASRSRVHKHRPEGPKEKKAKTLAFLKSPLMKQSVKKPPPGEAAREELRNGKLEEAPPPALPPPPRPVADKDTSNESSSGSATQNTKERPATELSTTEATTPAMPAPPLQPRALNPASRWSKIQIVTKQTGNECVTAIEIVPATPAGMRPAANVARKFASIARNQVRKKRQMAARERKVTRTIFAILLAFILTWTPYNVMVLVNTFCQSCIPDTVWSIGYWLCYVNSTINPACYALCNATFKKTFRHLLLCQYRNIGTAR
* hit, by the source's call; . = no result given; & = joins results of further samples.

SMILES	CRFR2-BP ag	CHRM5 PAM	TAAR1 antagonist	CRFR2-BP antag	M5 antag	CHRM5 agonist	TAAR1 agonist	M1 PAM parental	M4 PAM
Cc1ccccc1S(=O)(=O)/N=C(/Nc1nc2ccccc2s1)c1ccccc1	0.9	15	9	-14	-4	7	8	18	6
Cc1ccsc1/C=N/n1c(C2CCCCC2)n[nH]c1=S	-0.3	-4	-5	-18	2	-4	1	0	-11
COC(=O)c1ccc(NC(=O)c2cccc(NC(=O)c3ccccc3)c2)cc1	2.1	1	2	17	-5	7	6	-4	1
Clc1cc(Cl)c(Cl)cc1Cl	-1.5	5	1	7	-1	5	4	-5	13
Cc1cc(C(F)(F)F)nn1CC(=O)NNC(=S)Nc1ccc(F)cc1	2.0	5	-3	3	-2	1	2	11	12
COC(=O)C1=C(C)NC(=S)NC1c1ccc(OCC(=O)N2CCCCC2)c(OC)c1 (stereo unspecified)	0.1	-2	-3	4	6	-2	3	5	-2
COc1ccc2cc(C(=O)C3CCCN(C(=O)C4=NN(C)C(=O)CC4)C3)ccc2c1 (stereo unspecified)	-1.6	-9	-11	5	10	-1	2	5	-4
CC(=O)c1csc(COc2ccc(Cl)cc2)n1	-0.8	3	-19	-4	1	-8	4	17	6
CCCOc1ccc(C(=O)ON=C2CCN(C)CC2)cc1	3.4	2	-19	1	-6	-5	7	5	12
CC(C)(C)C(=O)C(Cl)C(=O)Nc1ccccc1 (stereo unspecified)	-2.6	10	-24	2	6	7	4	7	0
CCOC(=O)C1=C(C)NC(C)=C(C(=O)OCC)C1C(=O)OCC(=O)N1CCC(C)CC1	-0.2&-0.7	4&8	-14&3	-5&-35	0&-6	-2&-2	6&2	6&5	6&10
N#CC1=C(N)Oc2n[nH]c(-c3ccccc3)c2C1c1ccncc1 (stereo unspecified)	-2.0	1	1	-19	-1	1	1	7	-1
CCc1nnc(NC(=O)CCC(=O)N2CCN(Cc3ccc(C)cc3C)CC2)s1	-0.6	-4	-11	-18	18	-1	-1	7	-6
CCOCCOCN(C#N)c1nc(OC)nc(N(C)C)n1	1.9	12	-15	-17	6	-3	9	-7	8
Cc1ccc(Cl)cc1NC(=O)CON=C(N)c1ccccc1	-0.2	-6	-11	-8	7	-3	-1	12	0
Cc1cc(-c2c(C)n([O-])c(C)c(C)[n+]2=O)ccc1F	0.8	-10	8	5	4	-1	3	-5	5
CC(/C=N/Nc1nc(C)cc(C)n1)=C\c1ccc(C(C)C)cc1	-1.7	-7	-8	61*	6	-3	-3	10	-2
COCCNC(=O)CSCc1cc(C)cc(C)c1	-0.5	9	3	-4	-13	-4	5	20	1
Cc1cccc(NC(=O)NNC(=O)COc2ccc([N+](=O)[O-])cc2)c1C	-1.1	-6	-15	-6	15	-5	-1	17	7
Cc1ccc(Cn2cc(CN3CC(N4CCN(Cc5ccccc5F)CC4)CS3(=O)=O)nn2)cc1 (stereo unspecified)	.	-9	-31	.	-8	3	1	-6	13
COc1ccc(NC(=O)NC2CCN(C(C)C)CC2)c(OC)c1	-0.2	16	9	-3	-9	1	3	9	11
Cc1[nH]c2ccccc2c1C(=O)COC(=O)Cn1c(C(F)(F)F)nc2ccccc21	-0.5	-14	64*	-18	12	8	15	19	-11
CN(C)CCCN(C(=O)CCc1ccccc1)c1nc2ccc(Cl)cc2s1	34	-3	13	-65	13	0	12	15	-6
CCCCC(=O)OCC(=O)Nc1ccc(OC(F)F)cc1	-0.2	-2	7	1	3	-6	3	15	0
Cc1ccc(CN2CCN(CCCc3ccccc3)CC2CCO)cc1 (stereo unspecified)	-1.1	0	-19	-15	-2	-15	1	21	-4
Cc1c(-c2n[nH]c(=S)n2-c2ccc(C(F)(F)F)cc2)nnn1-c1ccccc1	-0.6	-3	-12	7	9	-1	0	-6	-1
CNc1ccccc1C(C)(C)c1cc(-c2cc(C)cc(C)c2)no1	-1.6	0	-12	-97	-1	1	3	21	-6
CC(C)C(=O)OCC(=O)Nc1ccc(N=Nc2ccccc2)cc1	-0.3	-5	0	-53	-4	3	1	10	5
C=CCSc1nnc(NC(=O)CCNC(=O)c2ccccc2Cl)s1	-1.5	-1	-15	0	-2	1	2	4	2
Cc1cc(OC(=O)c2ccccc2F)c([N+](=O)[O-])c(=O)[nH]1	2.1	-4	2	-12	2	-3	2	6	4
COCCC(=O)N1CCOCC1c1cc(C(=O)Nc2ccccc2)no1 (stereo unspecified)	.	3	-29	.	-3	0	9	25	6
COc1ccc(C(=O)Nc2ccc(C)cn2)cc1S(=O)(=O)N1CCCc2ccccc21	-0.1	-10	4	4	1	-6	2	-29	-10
Cc1ccccc1C(=O)c1cccn1CC(=O)NCc1ccc2c(c1)OCO2	1.2	-8	-12	14	2	-2	6	-7	-2
O=C(C(=Cc1ccc(F)cc1)C(=O)c1ccccc1)c1ccccc1	.	8	4	.	6	0	1	0	-1
COc1ccc(OC)c(CN2CCN(C(=O)c3cccs3)CC2)c1	-0.2	1	-15	9	4	-2	4	-4	7
O=C(O)/C=C/C(=O)N(Cc1ccccc1)Cc1ccco1	-1.2	4	-3	2	-9	0	1	14	13

Reprinted from the part before: seven compounds; new compounds follow.
SMILES	CRFR2-BP ag	CHRM5 PAM	TAAR1 antagonist	CRFR2-BP antag	M5 antag	CHRM5 agonist	TAAR1 agonist	M1 PAM parental	M4 PAM
Cc1cc(OC(=O)c2ccccc2F)c([N+](=O)[O-])c(=O)[nH]1	2.1	-4	2	-12	2	-3	2	6	4
COCCC(=O)N1CCOCC1c1cc(C(=O)Nc2ccccc2)no1 (stereo unspecified)	.	3	-29	.	-3	0	9	25	6
COc1ccc(C(=O)Nc2ccc(C)cn2)cc1S(=O)(=O)N1CCCc2ccccc21	-0.1	-10	4	4	1	-6	2	-29	-10
Cc1ccccc1C(=O)c1cccn1CC(=O)NCc1ccc2c(c1)OCO2	1.2	-8	-12	14	2	-2	6	-7	-2
O=C(C(=Cc1ccc(F)cc1)C(=O)c1ccccc1)c1ccccc1	.	8	4	.	6	0	1	0	-1
COc1ccc(OC)c(CN2CCN(C(=O)c3cccs3)CC2)c1	-0.2	1	-15	9	4	-2	4	-4	7
O=C(O)/C=C/C(=O)N(Cc1ccccc1)Cc1ccco1	-1.2	4	-3	2	-9	0	1	14	13
CC(C)C1Cc2[nH][nH]c(=O)c2C(C2CC2)O1 (stereo unspecified)	.	3	-8	.	-5	2	5	26	14
O=C(COC(=O)c1ccc(F)cc1Cl)NC1CCS(=O)(=O)C1 (stereo unspecified)	0.1	-4	0	12	-3	7	4	-20	4
O=C(c1ccc(-n2cccn2)cc1)N1CCc2ccccc2C1	-0.2	-9	15	-4	18	0	-1	12	-4
COc1ccc2c(c1)OC[C@H]1[C@H]2N2C(=O)c3cc(Br)ccc3NC(=O)[C@@]2(C)[C@H]1c1ccccc1	2.6	-1	.	8	1	1	.	16	-11
COc1ccccc1N1C(=O)C2C(C(=O)c3ccccc3)=NN(c3ccccc3)C2C1=O (stereo unspecified)	38	7	-27	-35	9	11	4	-15	-1
COC1=C(C)C(O)=C(C(=O)/C=C/c2ccccc2)C(=O)C1(C)C	1.8	0	-20	5	4	6	7	17	4
COC(=O)[C@@]1(C)[C@H]2C(=O)N(Cc3ccccc3)C(=O)[C@H]2[C@H]2CN=C(SCC3CC3)N21	0.6	0	7	-7	4	0	3	23	4
CC(C)(C)OC(=O)N1CCC(Cc2cc(-c3ccc(Cl)cc3)no2)(C(=O)O)CC1	-0.9	7	7	9	1	1	3	15	1
COc1cc(S(=O)(=O)N2CCN(Cc3cccs3)CC2)ccc1NC(C)=O	-0.4	4	-6	4	10	-2	2	19	7
CC1(c2ccco2)NC(=O)NC1=O (stereo unspecified)	0.8	6	-16	-2	1	-2	6	9	-3
CCc1ccc(NC(=O)CSc2ccc(-c3cccnc3)nn2)cc1	-2.0	6	-12	10	-14	-4	2	-28	-2
Cc1ccc(-n2cc(-c3ccccc3)c3c(N4CCOCC4)ncnc32)cc1	-0.2	-13	54*	6	17	5	6	-4	-17
Cc1sc2nc(CSC(C)C(=O)NC3(C#N)CCCCC3)[nH]c(=O)c2c1C (stereo unspecified)	3.1	-3	-5	-8	3	-2	3	7	10
COc1ccc(C(=O)Nc2ccc(Cl)cn2)cc1Cl	-0.5	2	-12	-8	-2	2	32	12	8
CCOC(=O)c1nn(-c2ccccc2F)c2nc(-c3ccco3)c(C#N)c(=O)n12	1.1	-14	-3	16	16	1	1	9	-6
CCc1cc2c(=O)n(-c3ccc(C)cc3)cnc2s1	-3.1	-7	9	-13	4	0	8	18	1
COc1ccc(/C=C/C(=O)NCC(=O)N/N=C(/CCC(=O)O)c2ccccc2)cc1	-0.3	-1	-11	6	5	3	1	-23	-3
Cc1ccc(OCC(=O)NNC(=O)C2CCC2)cc1C	0.8	4	-16	-2	-6	3	2	7	8
CC(C)CC(=O)N1CCN(c2ccc([N+](=O)[O-])c(NCc3ccccc3)c2)CC1	-0.8	-15	5	12	3	-11	6	18	4
CC1(C(=O)Nc2ccc3nc[nH]c3c2)CCN1C(=O)Cc1ccc(-c2ccccc2)cc1 (stereo unspecified)	.	-13	27	.	25	8	14	5	-7

Full records, looked up by structure. Screens in order: CRFR2-BP ag	CHRM5 PAM	TAAR1 antagonist	CRFR2-BP antag	M5 antag	CHRM5 agonist	TAAR1 agonist	M1 PAM parental	M4 PAM
CC1(C(=O)Nc2ccc3nc[nH]c3c2)CCN1C(=O)Cc1ccc(-c2ccccc2)cc1 (stereo unspecified) is listed with .	-13	27	.	25	8	14	5	-7
CCOC(=O)C1=C(C)NC(C)=C(C(=O)OCC)C1C(=O)OCC(=O)N1CCC(C)CC1 is listed with -0.2&-0.7	4&8	-14&3	-5&-35	0&-6	-2&-2	6&2	6&5	6&10
Cc1cc(C(F)(F)F)nn1CC(=O)NNC(=S)Nc1ccc(F)cc1 is listed with 2.0	5	-3	3	-2	1	2	11	12
C=CCSc1nnc(NC(=O)CCNC(=O)c2ccccc2Cl)s1 is listed with -1.5	-1	-15	0	-2	1	2	4	2
Cc1cc(OC(=O)c2ccccc2F)c([N+](=O)[O-])c(=O)[nH]1 is listed with 2.1	-4	2	-12	2	-3	2	6	4

This is a random part of the collection. Share with any hit: about 4.2%.
